GLP1R cytotox: cytotoxicity counter-screen for GLP-1 receptor inverse agonists; 410,000 compounds, 0.13% hits; HEK293 cAMP-luciferase reporter cells, luminescence, 24 h; Potency, µM (top dose mostly 38.3 µM), without a hit: at the top dose activity change, negative = inhibition, most hits filed as inhibitors;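 further: loss of luciferase light is scored as toxicity; potency means the concentration at half of the fitted maximal effect; on the % scale 0 is the no-effect control and ±100 the full control effect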
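1536-well qHTS counterscreen of the MLSMR; 200 cells/uL, 12 h pre-incubation, 23 nL cpd, 24 h at 37 deg C 5% CO2, luciferase detection reagent, 12 min RT, luminescence. Inhibition = undesired.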
IL1B secr inh: inflammasome signaling inhibition, IL-1 beta readout | THP-1 LPS/ATP IL-1B secretion, AlphaLISA, 16 h; active compounds read low | activity change, % at 57.5 µM | 360,000 compounds, 4.7% hits | AID 743279; in the data active means activity change below about -50%; inconclusive means mostly about -30% to -49%; further: on the % scale 0 is the no-effect control and ±100 the full control effect
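Secreted IL-1B measured by AlphaLISA bead assay after 16 h compound exposure of THP-1 cells; compounds (final up to 57.5 uM) added 1 h before LPS (250 ng/mL) and ATP (1.25 mM) stimulation; lower signal means less secretion.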
KB-V1 MDR tox: KB-V1 MDR subline cytotoxicity; KB-V1 MDR cells viability, CellTiter-Glo, 72 h; Potency, µM (doses to about 46.1 µM), without a hit: at the highest dose activity change, negative = cytotoxicity, actives largely listed as cytotoxic; 400,000 compounds, 3.4% hits; further: potency means the concentration at half of the fitted maximal effect; on the % scale 0 is the no-effect control and ±100 the full control effect; nearly all actives have a fitted effect of over 60% in size
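Luminescent ATP read-out (CellTiter-Glo, 10 min) measures survival of drug-selected KB-V1 MDR cells after 72 h, 37 degrees C compound exposure. Medium: phenol-red-free DMEM, 10% FBS. Values from fitted concentration-response curves.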
HT1080 IDH1KD tx: toxicity to HT-1080 IDH1 knockdown cells (counter line); HT-1080 IDH1 knockdown viability, ATP luminescence, 48 h; Potency, µM (top dose mostly 46.1 µM), without a hit: at the top dose activity, negative = toxicity, usual class: cytotoxic; AID 686971; 360,000 compounds, 2% hits;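 further: potency means the concentration at half of the fitted maximal effect; 0% = DMSO wells and -100% = cell-free medium wells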
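Viability of IDH1-knockdown HT-1080 fibrosarcoma cells was assessed by CellTiter-Glo after 48 h at 37 °C with titrated compound; concentration-effect curves were classified by fit quality and response size.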
D3 ag: agonists of human D3 dopamine receptor; P35462; D3R DiscoveRx beta-arrestin cells, luminescence, 90 min; max activation, %; 410,000 compounds, 0.58% hits; AID 652048; in the data active means max activation above about 30%; further: 0% is about no effect; mostly tested at two doses, the higher about 12 µM
Target sequence (P35462 whole entry, looked up): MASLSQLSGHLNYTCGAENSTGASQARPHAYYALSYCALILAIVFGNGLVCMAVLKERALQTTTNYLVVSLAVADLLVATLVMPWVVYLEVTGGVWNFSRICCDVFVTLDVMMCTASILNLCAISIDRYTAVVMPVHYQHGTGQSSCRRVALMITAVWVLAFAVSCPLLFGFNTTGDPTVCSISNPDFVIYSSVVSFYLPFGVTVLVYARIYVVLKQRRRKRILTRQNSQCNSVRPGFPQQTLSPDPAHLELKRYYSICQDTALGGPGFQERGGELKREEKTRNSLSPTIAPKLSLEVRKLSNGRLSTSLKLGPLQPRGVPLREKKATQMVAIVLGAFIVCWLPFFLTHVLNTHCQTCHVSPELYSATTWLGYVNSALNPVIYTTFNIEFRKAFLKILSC
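Agonist mode: compounds and dopamine controls were applied to plated cells for 90 min at 37 degrees C after an overnight attachment at 1500 cells/well. Luminescent read-out followed 30 - 60 minutes at room temperature with DiscoveRx detection reagent.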
SW480 rereplic: inducers of DNA re-replication in SW480 colon cancer cells | AID 624297 | SW480 DNA re-replication, Hoechst DNA content imaging, 48 h | 340,000 compounds, 1.8% hits | Potency, µM (top dose mostly 46.1 µM), inactives show at the highest dose re-replication activation, usual class: activators; further: potency means the concentration at half of the fitted maximal effect; % of control where 0% means no effect; nearly all actives have a fitted effect of over 55% in size
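Hoechst fluorescence of nuclei (405 nm excitation, 500-530 nm emission) measured by plate-scanning imager after 48 hr compound exposure at 37 C; re-replication scored as increased number of nuclei with elevated intensity.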
KB-3-1 tox: KB-3-1 parental cell cytotoxicity; KB-3-1 viability, CellTiter-Glo ATP luminescence, 72 h; Potency, µM (series often up to 46.1 µM), for the others: top-dose activity change, negative = cytotoxic, most hits filed as cytotoxic; 400,000 compounds, 1.4% hits; AID 1347075; further: potency means the concentration at half of the fitted maximal effect; on the % scale 0 is the no-effect control and ±100 the full control effect; nearly all actives have a fitted effect of over 60% in size
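Cells are dispensed, compounds pinned in, plates held at 37 °C for 72 h, then CellTiter-Glo is added and luminescence read after 10 minutes. Cell line: parental KB-3-1 in phenol-red-free DMEM, 10% FBS.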
MCF10A rerep: induces DNA re-replication in MCF 10a normal breast cells | 350,000 compounds, 2.9% hits | Potency, µM (titrated, usually from 46.1 µM), inactives show top-dose activity, positive = re-replication, hits mostly activators | MCF 10A DNA re-replication, Hoechst nuclear intensity, 48 h; further: potency means the concentration at half of the fitted maximal effect; % of control where 0% means no effect; nearly all actives have a fitted effect of over 50% in size
HT1080-NT tox: kills 2HG-producing HT-1080-NT fibrosarcoma cells. HT-1080-NT fibrosarcoma viability, CellTiter-Glo ATP luminescence, 48 h. 360,000 compounds, 1.6% hits. Potency, µM (series often up to 46.1 µM), for inactives: top-dose activity, negative = less viability, most hits filed as cytotoxic;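 further: NT is the 2HG producing partner of a matched IDH1 knockdown line; potency means the concentration at half of the fitted maximal effect; 0% = DMSO-treated cells and -100% = media-only wells without cells; nearly all actives have a fitted effect of over 55% in size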
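750 cells/well, RPMI + 5% FBS; 2 h settle, compound pin-transfer, 48 h at 37 degrees C. CellTiter-Glo 10 min RT, luminescence. Normalized to DMSO and media-only wells.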
* hit, by the source's call; i = inactive; ? = inconclusive; nt = no result given; & = joins results of further samples; [ ] = another dose, or the depositor's remark. Unless noted, the call rests on the fitted dose curve; in most records, active means well fitted curve in the direction sought with a large enough effect; inconclusive means small, poorly fitted or top-dose-only effect, or another doubt; inactive means no such curve, though single readings can be large; an effect the other way counts as inactive or inconclusive.

The line under a structure holds: GLP1R cytotox	IL1B secr inh	KB-V1 MDR tox	HT1080 IDH1KD tx	D3 ag	SW480 rereplic	KB-3-1 tox	MCF10A rerep	HT1080-NT tox
> Cc1ccc(/C=C/C(=O)O)cc1S(=O)(=O)Nc1ccc(C(=O)O)cc1
→ -7.8%	20.9	19.3%	10.1%	-0.9	-1.3%	11.4%	-3.1%	11.8%
> Cc1ccc(/C=C/c2nc3sc(C(=O)O)c(C)c3c(=O)[nH]2)cc1[N+](=O)[O-]
→ -8.9%	13.6	3.5%	-0.1%	5.4	3.5%	13.2%	6.3%	2.6%
> Cc1ccc(NC(=O)C(=O)NCC(c2cccnc2)N2CCN(Cc3ccccc3)CC2)cc1Cl (stereo not drawn)
→ 3.2%	nt	-26.9%	nt	-11.4	nt	-5.4%	nt	nt
> COc1ccc(S(=O)(=O)N(C)c2ccc(C(=O)N3CCCCC3)cc2)cc1
→ -1.2%	0.0	?	-8.8%	37.7*	-8.6%	0.0%	-0.3%	-9.7%
> C[C@H](CO)N1C[C@H](C)[C@H](CN(C)C(=O)Nc2ccc3c(c2)OCO3)Oc2ncc(Br)cc2C1=O
→ -11.9%	-12.4	0.0%	8.5%	4.6	nt	?	nt	2.5%
> O=C(Nc1ccc(F)cc1)N1CCN2C(=O)c3ccccc3C12c1ccccc1 (stereo not drawn)
→ -1.6%	-16.2	?	-4.8%	0.5	-1.1%	-12.9%	8.6%	-0.2%
> CCN(CC(=O)NCc1cccs1)C(=O)c1ccc(-c2ccccc2F)o1
→ -17.9%	12.1	0.0%	10.7%	-2.6	1.7%	3.9%	-5.1%	1.1%
> Cc1ccc(NC(=O)COC(=O)CCC2CCCC2)cc1S(=O)(=O)N1CCOCC1
→ -8.9%	-7.6	-2.6%	2.1%	5.1	-1.1%	-4.1%	-1.4%	-1.0%
> O=C(O)Cc1ccc(NC(=O)c2ccc3c(c2)C(=O)N(Cc2ccco2)C3=O)cc1
→ 11.3%	i	-2.8%	17.8%	-11.3	-0.2%	5.1%	1.3%	-1.7%
> CCOc1ccc(NC(=O)C(NC(=O)C2CCC(C)CC2)C(C)C)cc1 (stereo not drawn)
→ 0.0%&8.3%	-13.6	-9.9%&6.3%	-0.3%	-1.1&13.1	-0.1%	0.6%&6.4%	9.4%	2.3%
> Cn1cccc1CC(=O)NNC(=O)Nc1cccc(Cl)c1
→ -1.5%	-17.4	0.0%	3.0%	-1.2	-1.3%	3.5%	-8.9%	4.9%
> COc1cccc(C2N=C(c3ccccc3C)NO2)c1OC (stereo not drawn)
→ -4.0%	-5.9	-28.1%	12.3%	-0.9	1.1%	0.2%	-0.6%	14.5%
> COc1cccc(/C=C2/SC(=S)N(CC(=O)NNC(=O)c3ccccc3OC)C2=O)c1
→ 0.3%	-0.1	0.7%	4.4%	-2.8	-1.2%	0.7%	11.5%	-9.6%
> COCCNC(=O)C1CCCN(C(=O)c2nc(C)oc2C)CC1 (stereo not drawn)
→ -2.1%	3.3	-1.9%	0.1%	3.9	nt	9.9%	nt	20.5%
> Clc1cccc(Cl)c1Cn1c(-c2cccnc2Cl)nc2ccccc21
→ -6.9%	-6.5	-5.7%	-23.7%	2.8	-0.4%	2.0%	?	-4.9%
> CCCCN(C(=O)C1CCCC1)c1c(N)n(CCC)c(=O)[nH]c1=O
→ 23.9%	2.1	2.8%	2.7%	2.4	1.0%	-0.7%	-2.9%	-0.3%
> Cc1ccc([C@H]2N[C@]3(CCCN(CC4CCCCC4)C3=O)[C@H]3C(=O)N(C)C(=O)[C@@H]23)cc1
→ -1.9%	-14.8	6.9%	-2.9%	-6.9	nt	-22.3%	nt	-0.7%
> COc1cc(CNn2c(C)n[nH]c2=S)cc(Br)c1OCC(=O)NC(C)(C)C
→ -1.8%	-4.4	-7.4%	-7.0%	1.7	13.4%	10.7%	14.8%	-10.7%
> CC(C)Cn1cc(C(=O)NCC2CCCO2)c2c3ccccc3n(C)c2c1=O (stereo not drawn)
→ 5.0%	-15.1	?	1.9%	-23.0	-16.0%	0.8%	9.9%	-4.1%
> O=C(NCc1cccc(Cl)c1)c1ccc(S(=O)(=O)N2CCCCC2)cc1
→ -31.9%	-3.1	7.9%	2.6%	-0.1	nt	3.8%	nt	0.3%
> O=[N+]([O-])c1cccc2cn[nH]c12
→ 2.6%	0.0	-17.5%	6.0%	22.5	-5.9%&-73.6%	0.0%	5.1%&18.3%	8.8%
> O=[N+]([O-])c1ccc(NN=Cc2ccco2)nc1
→ -11.2%	30.7	18.1%	-23.1%	2.0	5.0%	-9.0%	27.0%	-5.3%
> Cc1ccc(S(=O)(=O)N2CCOCC2)cc1C(=O)NCc1ccccc1CN1CCCC1
→ 1.8%	0.0	12.8%	-2.5%	-3.2	-5.9%	23.5%	9.7%	4.7%
> N#CC(C(N)=O)=C1CCCCC1
→ 23.1%	nt	5.4%	13.4%	-2.8	?	5.4%	7.5%	17.2%
> COc1cc(-c2cn(S(=O)(=O)c3cccc4nsnc34)nc2N)cc(OC)c1OC
→ 0.6%	-19.6	?	?	22.7	-11.6%	?	18.7%	-3.5%
> CC[C@]12c3[nH]c4ccc(OC)cc4c3CCN1C(=O)C(CC(=O)NCCN1CCOCC1)C[C@@H]2C(=O)N1CCN(C(=O)c2ccco2)CC1 (stereo partly drawn)
→ 5.4%	0.8	-4.2%	3.1%	-1.9	-3.1%	2.3%	6.8%	0.6%
> C/C(=N\NC(=O)c1cccc(F)c1)c1cccc(NC(=O)c2ccc(F)cc2)c1
→ -29.9%	-4.7	-28.0%	-1.8%	-5.7	-6.8%	0.9%	-11.8%	-1.2%
> CCOC(=O)c1c(NC(=O)C2C3C=CC(C3)C2C(=O)O)sc2c1CCC(CC)C2 (stereo not drawn)
→ 63.3%[activator]	-3.9	-4.8%	?	0.5	1.5%	-10.5%	?	?
> COc1ccc(NC(=O)C2CCCN(S(=O)(=O)c3ccc4c(c3)CC(C)N4C(C)=O)C2)cc1 (stereo not drawn)
→ -8.9%	21.3	-14.1%	-3.0%	-11.9	0.5%	-24.5%	1.2%	-0.6%
> CCCNC(=O)c1cnn2c(C(F)F)cc(-c3ccccc3)nc12
→ -1.8%	nt	0.0%	nt	2.5	nt	3.3%	nt	nt
> CCc1nnc(NC(=O)C2CCC2)s1
→ 4.8%	-8.0	3.4%	-1.2%	-3.1	0.0%	6.8%	2.4%	-5.4%
> Cn1ncc(Br)c1C(=O)NC1CCCC1
→ 1.1%	-17.3	0.0%	-2.8%	1.8	-5.7%	5.7%	3.4%	0.6%
> CCCNC(=O)c1ccc(CN2CCOCC2)cc1
→ 2.7%	0.0	4.2%	5.9%	3.2	-3.4%	8.4%	4.0%	-0.4%
> Cc1ccc(-c2nc(-c3cccnc3)sc2CC(=O)Nc2ccc3nc(C)sc3c2)cc1
→ 1.9%	0.9	-4.8%	0.7%	2.3	?	-2.8%	10.4%	14.5%
> N=c1c(C(=O)NCCc2ccccc2)cc2c(=O)n3ccccc3nc2n1CCCN1CCOCC1
→ 272.9%[activator]	-56.2*	?	-21.3%	1.3	5.17µM*	3.2%	?	-28.9%
> NS(=O)(=O)c1ccc(CCNC2CC(=O)N(CCc3ccccc3)C2=O)cc1 (stereo not drawn)
→ -4.1%	13.8	?	14.0%	10.4	3.8%	11.1%	0.5%	1.4%
> Cc1ccc(NC(=O)CCC(=O)OCC(=O)c2ccc(Oc3ccc([N+](=O)[O-])cc3)cc2)c(C)c1
→ 0.3%	7.5	-20.3%	0.7%	1.1	-3.9%	10.6%	17.9%	-1.7%
> COc1ccc(C(=O)CSc2nnc(-c3ccoc3C)n2CC2CCCO2)cc1 (stereo not drawn)
→ -16.3%	-2.1	6.9%	18.1%	1.7	1.2%	-9.3%	3.2%	11.6%
> COc1cc(NS(=O)(=O)c2ccc(N/C=C(\C#N)c3nc4ccccc4o3)cc2)nc(OC)n1
→ 5.6%	51.3	5.7%	-14.5%	3.7	-4.9%	5.4%	9.2%	-0.2%
> COc1ccc(-c2c(NC(=O)CC(C)C)n(C)c3ccccc3c2=O)cc1OC
→ -7.8%	-10.2	-10.4%	0.0%	-4.1	-2.5%	1.6%	-0.6%	3.0%
> CCCn1nc(C(=O)Nc2cccc(S(=O)(=O)N3CCOCC3)c2)c2ccccc2c1=O
→ 3.2%	?	0.0%	-20.8%	-1.9	nt	-6.9%	nt	-25.8%
> COc1ccc(-c2cc(C(F)(F)F)nc(N3CCN(C)CC3)n2)cc1OC
→ -8.7%	0.0	16.4µM*	?	1.4	12.4%	?	20.0%	?
> O=C(NCc1ccccc1)C(c1ccc(O)cc1)N(C(=O)c1cnccn1)c1ccccc1 (stereo not drawn)
→ -2.2%	-6.3	9.4%	0.1%	25.7	3.1%	15.4%	2.1%	1.7%
> CNC(=O)c1sccc1SCc1ccc(Cl)cc1Cl
→ 5.8%	0.0	?	-21.0%	-13.7	1.6%	-16.1%	?	-8.0%

Part of the list above, as a markdown table:
| mol | GLP1R cytotox | IL1B secr inh | KB-V1 MDR tox | HT1080 IDH1KD tx | D3 ag | SW480 rereplic | KB-3-1 tox | MCF10A rerep | HT1080-NT tox |
| --- | --- | --- | --- | --- | --- | --- | --- | --- | --- |
| COCCNC(=O)C1CCCN(C(=O)c2nc(C)oc2C)CC1 (stereo not drawn) | -2.1% | 3.3 | -1.9% | 0.1% | 3.9 | nt | 9.9% | nt | 20.5% |
| Cc1ccc(NC(=O)COC(=O)CCC2CCCC2)cc1S(=O)(=O)N1CCOCC1 | -8.9% | -7.6 | -2.6% | 2.1% | 5.1 | -1.1% | -4.1% | -1.4% | -1.0% |

Screening results deposited in PubChem BioAssay by National Center for Advancing Translational Sciences (NCATS).
